XIAP antagonists – XIAP antagonists, biochemical, IAP family, fluorescence polarization (AID 1018). displacement, % at 20 µM; hits with a dose series show IC50 in µM. XIAP BIR domain, fluorescence polarization peptide displacement; higher % means a stronger effect. hit rate 0.007% among 200,000; in the data active = displacement above about 50%; note: a part of the inactive calls stands beside numbers as strong as those of hits
Dynein cargo inh – dynein cargo transport inhibition | 3617.4 mouse cells, GR-EGFP nuclear translocation imaging; test concentration mostly 20 µM; stimulated with dexamethasone, 1 µM; active compounds read low | z-score, hits read low | hit rate 0.47% among 220,000 | AID 1381;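 active = plate z-score of nuclear minus cytoplasmic receptor signal below a set negative limit, without overly bright fluorescence or cell loss, cut at about -3.5 in these data, passing the limit was not always enough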;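 note: z-score of nuclear minus cytoplasmic ring GR-EGFP intensity difference per well; some compounds called inactive have numbers as strong as hits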
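medium = tetracycline-free induction medium containing charcoal-stripped FBS | probe or stimulus = dexamethasone, 1.0 µM final | timing = 48 h induction, then 1 h compound, then 30 min agonist, 37 °C | detection = automated 10x imaging of fixed Hoechst-stained cells | read-out basis = nuclear versus cytoplasmic GR-EGFP signal, averaged per well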
WT yeast gro inh – growth inhibition of WT yeast, mitochondrial fusion screen | inhibition, % at 10 µM | mitochondrial fusion phenotypic screen, WT strain | hit rate 2.1% among 190,000 | AID 1362; in the data active = inhibition above about 58%; tested in S. cerevisiae
b-catenin transl – beta-catenin nuclear translocation modulation. nuclear translocation activity, % at 5 µM. HeLa beta-catenin nuclear translocation, immunofluorescence imaging. hit rate 0.3% among 190,000;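 active = nuclear translocation activity above 50% at 5 µM, with a well cell count of 50 or more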;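 note: per-cell ratio of nuclear to cytoplasmic median beta-catenin stain intensity; plate controls were DMSO negative control for no effect and GSK-3 inhibitor IX positive control for full effect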
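Test system: human HeLa cells, endogenous beta-catenin. Times: 24 h compound exposure, 37°C. Measured by: beta-catenin immunofluorescence imaging with DAPI.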
Insulin prom up – MIN6 insulin promoter up-regulation; hit rate 0.3% among 190,000; z-score at 5 µM; AID 1625; MIN6 insulin promoter-GFP reporter, high-content imaging; active compounds read high;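 active = z-score above 3 at 5 µM with at least 500 cells counted in the well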
MT stabilizer – microtubule stabilization, imaging screen; hit rate 0.83% among 200,000; % tubulin-high responders, % at 10 µM; AID 2205; HeLa tubulin immunostaining HCS, 24 h; share of cells brighter than vehicle mean+2SD;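 active = plate Z-score above 3 for both tubulin-high and condensed-nucleus cell shares, with cell loss under 80%, at 10 µM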;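 note: anti alpha tubulin signal scored within the nucleus-defined area of each cell; some results filed as inactive read as strong as hits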
CSM14.1 death rescue – rescue of cells from ER stress-induced death, primary screen, 384-well, CSM14.1, thapsigargin, ATP luminescence (AID 1222) | one-dose cellular ATP content (survival), % at 20 µM; EC50 in µM for titrated hits | CSM14.1 thapsigargin-induced death rescue, ATP luminescence; higher % means a stronger effect | 190,000 tested, under 10 active;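 active = EC50 below 50 µM in the dose-response confirmation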;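 note: death triggered by thapsigargin at about 15 µM added after 2 h compound pretreatment; cell ATP read after overnight thapsigargin exposure of roughly 18 to 22 hours; normalized against plate controls of thapsigargin alone and 5% DMSO vehicle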
Hep lipid drop – hepatic lipid droplet formation modulation. AML12 mouse hepatocytes, oleate lipid droplets, BODIPY imaging. inhibition, % at 6.5 µM. hit rate 0.4% among 240,000. AID 1656;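 active = lipid droplet intensity inhibited by at least 50%, with more than 500 cells counted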
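Test system: AML12 hepatocytes (mouse); reagent: oleate loading, 100 µM; dosing: one dose, 6.5 µM compound; incubation: overnight exposure; signal: fluorescence imaging, 20x objective, two fields per well; read-out basis: % inhibition of corrected integrated BODIPY droplet signal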
Autophagy HCS – modulators of autophagy; MEF GFP-LC3 puncta imaging; test concentration mostly 10 µM; calls only at 10 µM (by protocol); hit rate 0.98% among 190,000; AID 463193;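 active = percentage of spot-positive cells more than 3 SD above its plate mean, without a fluorescence outlier flag or 80% toxicity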;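 note: spot-positive cell cutoff set from DMSO-treated cells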
WT yeast gro inh mutant strain – second read-out of WT yeast gro inh, no call of its own (marks repeat the call); inhibition, %; mitochondrial fusion phenotypic screen, mutant strain inhibition
Dynein cargo inh cytoplasmic EGFP – further read-out of Dynein cargo inh, marked with its call; z-score; measured here: cytoplasmic GR-EGFP intensity; active compounds read high
Dynein cargo inh nuclear GR-EGFP – second read-out of Dynein cargo inh, no call of its own (marks repeat the call); z-score; measured here: nuclear GR-EGFP intensity;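 lower value marks the stronger effect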
Dynein cargo inh cell count – recorded beside Dynein cargo inh, whose call it bears; z-score; measured here: cell count per field
Insulin prom up cell count – recorded beside Insulin prom up, whose call it bears; cell count; measured here: cytotoxicity, nuclei count;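 total cells summed across four imaged fields per well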
Hep lipid drop cells 6.5 µM – second read-out of Hep lipid drop, no call of its own (marks repeat the call); cell count; measured here: cell count, cytotoxicity flag;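 cells counted across two imaged fields per well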
b-catenin transl cell count 5 µM – second read-out of b-catenin transl, no call of its own (marks repeat the call); cell count; measured here: cell count, cytotoxicity flag
MT stabilizer Hoechst-high % – also measured in MT stabilizer; calls as there; % Hoechst-high responders; measured here: nuclear condensation Hoechst responders;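 share of cells brighter than vehicle mean plus two SD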
MT stabilizer cytotoxicity % – second read-out of MT stabilizer, no call of its own (marks repeat the call); toxicity, %; measured here: cytotoxicity by cell density;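 0% = mean cell density of plate MIN control wells and 100% = no cells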
Autophagy HCS cell loss 18 h – recorded beside Autophagy HCS, whose call it bears; toxicity, %; measured here: cell loss, nuclei count;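 cell loss after 18 h compound exposure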
Active calls of the source: *; i = inactive; . = not tested or not shown; + = active, no number. Outcome played no part in choosing rows. Share with any hit: about 4%.

SMILES	Dynein cargo inh cytoplasmic EGFP	MT stabilizer cytotoxicity %	Hep lipid drop	WT yeast gro inh	Dynein cargo inh	Insulin prom up cell count	Dynein cargo inh nuclear GR-EGFP	Dynein cargo inh cell count	WT yeast gro inh mutant strain	Insulin prom up	MT stabilizer Hoechst-high %	Autophagy HCS	XIAP antagonists	Hep lipid drop cells 6.5 µM	b-catenin transl cell count 5 µM	b-catenin transl	MT stabilizer	CSM14.1 death rescue	Autophagy HCS cell loss 18 h
Cc1ccc(-n2cc(CN3CCCN(C=O)CC3)c(-c3ccc(F)cc3)n2)cc1	-0.15	8.2	1	3	-0.4	.	0.096	-0.24	-4	.	2.6	i	-10%	644	965	-2.0	1.1	0.4%	-2
CN1C(=O)/C(=C/c2ccc3c(c2)OCO3)N=C1c1ccccc1	-0.055	8.2	3	-2	0.32	1410	0.57	-1.7	2	0.11	3.4	i	-2.3%	647	1045	-0.8	1.8	17%	-2
CCCn1c(SCC(=O)Nc2ccccc2Oc2ccccc2)n[nH]c1=O	-0.17	9.6	-2	-5	-0.69	822	-0.32	1.2	-7	1.8	1.7	i	-8.2%	778	.	.	2.0	0.7%	25
O=C(NC1CCCCC1)N1CCC(c2nc3ccc(Cl)cc3[nH]2)CC1	-0.26	2.9	.	-13	0.3	1247	0.66	-0.76	-3	0.63	5.6	i	-5.8%	.	1118	-0.1	6.6	1.7%	6
CCOC(=O)c1ccc(NC(=O)Cn2cccc2)cc1	-0.32	5.9	.	1	-1.1	1024	-0.41	0.63	9	-0.16	3.1	i	-4.0%	.	984	-2.8	4.8	-1.4%	3
O=C(CCNC(=O)c1ccccc1Cl)N/N=C\c1ccc(O)cc1	-0.2	.	10	.	0.82	1015	1.1	-0.92	.	-0.46	.	.	.	753	1340	-1.0	.	.	.
CCCNS(=O)(=O)c1ccc(OCC(=O)Nc2ccc3c(c2)OCO3)cc1	-0.35	8.4	-8	-12	-0.085	1435	-0.36	0.36	2	0.04	1.4	i	-4.1%	559	1452	0.8	1.4	0.2%	-9
COc1ccc(C2C(C#N)=C(/N=C/N3CCOCC3)OC3=C2C(=O)CC(C)(C)C3)cc1OC (stereo not drawn)	0.16	4.5	1	11	0.12	912	-0.063	0.56	10	-0.25	2.4	i	-14%	747	1262	-1.4	3.1	-1.0%	-40
CCCc1cc(=O)oc2cc(OCc3cc(OC)c(OC)c(OC)c3)c(Cl)cc12	-0.21	9.7	.	.	-0.59	.	0.0033	0.84	.	.	2.4	i	-4.4%	.	.	.	3.1	-0.3%	-34
O=C(N/N=C\c1cccc(Cl)c1)c1n[nH]c2c1CCCC2	-0.068	2.1	28	-17	-0.73	1434	-0.64	0.74	-13	0.01	3.9	i	-3.8%	659	1158	-1.5	4.7	-2.1%	16
O=[N+]([O-])c1ccc(-c2csc(N3CCc4ccccc4C3)n2)cc1	0.087	5.5	17	29	0.19	1403	-0.0061	0.22	-7	0.04	2.1	i	-1.6%	674	1099	0.0	4.0	-1.5%	5
CCS(=O)(=O)c1ccc2c(c1)N(S(C)(=O)=O)CC(C(=O)NCc1ccccc1OC)O2 (stereo not drawn)	-0.21	9.8	.	14	0.62	1479	0.0001	0.18	3	-0.27	1.5	i	0.3%	.	1361	-0.7	2.0	6.8%	5
c1ccc(-c2nnc(SCC3CCCCO3)nc2-c2ccccc2)cc1 (stereo not drawn)	-0.17	5.4	-4	42	-0.66	1391	-0.23	0.14	-10	-1.2	1.6	i	-5.1%	713	1100	1.7	2.3	1.7%	0
c1coc(CSc2ncnc3c2oc2ccccc23)c1	0.36	.	0	.	0.84	1193	0.41	-1.6	.	1.2	.	.	.	694	1363	0.2	.	.	.
O=C1c2cc(Cl)ccc2OC2(CCNCC2)C12CC(c1ccccc1)=NO2 (stereo not drawn)	-0.71	.	1	.	-0.81	1012	-0.22	0.23	.	0.46	.	.	.	660	1355	-0.7	.	.	.
CC1CCC(NC(=O)c2ccc(CNc3c(NC4CCCCC4)c(=O)c3=O)cc2)CC1 (stereo not drawn)	-0.24	8.0	-2	-2	0.11	1243	0.79	0.47	7	0.86	2.5	i	-1.5%	767	537	-0.7	4.0	1.9%	7
Cc1cc(N/N=C/c2ccc(O)cc2O)nc(-c2ccccc2O)n1	-0.15	3.7	9	11	-0.46	1237	-0.47	0.35	-8	0.02	2.1	+	-5.0%	672	923	0.7	6.6	-4.0%	40*
COc1ccc(CNC(=S)N/N=C/c2ccc(OC)c(OC)c2)cc1	0.018	12	.	-5	1.7	1460	1.7	-1.7	25	-0.67	1.3	i	-0.2%	.	1382	0.2	3.4	-1.9%	-28
Cc1c(NC(=O)c2ccc3c(c2)C(=O)N(Cc2ccco2)C3=O)cccc1C(=O)O	-0.36	5.6	9	-11	0.0083	1267	-0.56	-0.22	-13	-0.4	2.0	i	-8.9%	746	1093	-1.7	2.1	7.2%	-7
COCCn1c(Cc2ccccc2)nnc1SCc1ccc([N+](=O)[O-])cc1	-0.25	2.5	0	-2	-0.094	1420	0.24	0.13	17	-0.92	1.4	i	-14%	497	1018	5.2	3.1	0.9%	5
CCC(=O)N(Cc1ccco1)c1nc(C(=O)Nc2ccc(Cl)cc2)c(C)s1	0.37	8.3	-18	56	-0.47	1393	-0.14	0.98	7	-0.28	0.9	i	-8.5%	705	1063	-0.6	2.8	2.0%	19
Cc1c(Nc2nc(-c3ccccc3)cs2)c(=O)n(-c2ccccc2)n1C	-0.19	3.5	0	-4	0.57	1419	0.2	-0.37	0	0.18	2.3	i	-5.9%	743	1063	0.3	5.4	0.7%	-9
O=C(N/N=C/c1cccs1)C(O)c1ccccc1 (stereo not drawn)	-0.17	.	-17	.	2.5	1130	1.7	-1.9	.	0.45	.	.	.	737	1312	-0.4	.	.	.
COc1ccccc1NC(=O)N1CCN(c2ccc3nnc(-c4ccc(F)cc4)n3n2)CC1	-0.22	.	2	.	0.27	990	0.55	-0.27	.	-2	.	.	.	706	1304	-0.3	.	.	.
Cc1cc(NC(=O)c2ccc(Cl)cc2)no1	-0.21	1.9	-3	1	0.93	1238	0.28	0.31	-10	-0.45	1.9	i	-2.3%	752	.	.	2.5	-3.7%	-1

Next part
SMILES	Dynein cargo inh cytoplasmic EGFP	MT stabilizer cytotoxicity %	Hep lipid drop	WT yeast gro inh	Dynein cargo inh	Insulin prom up cell count	Dynein cargo inh nuclear GR-EGFP	Dynein cargo inh cell count	WT yeast gro inh mutant strain	Insulin prom up	MT stabilizer Hoechst-high %	Autophagy HCS	XIAP antagonists	Hep lipid drop cells 6.5 µM	b-catenin transl cell count 5 µM	b-catenin transl	MT stabilizer	CSM14.1 death rescue	Autophagy HCS cell loss 18 h
CC(=O)c1cc(C#N)c(N(C)Cc2ccccc2)nc1C	0.55	6.2	-13	3	0.81	1582	0.73	0.085	-5	-0.27	1.3	i	-4.9%	687	1037	-3.5	3.8	2.5%	12
CCn1c2ccccc2c2cc(C3C(C#N)=C(N)OC4=C3C(=O)CC(C)(C)C4)ccc21 (stereo not drawn)	.	.	.	.	.	1205	.	.	.	1	.	.	1.0%	.	916	-6.6	.	-1.3%	.
CCOc1ccc(S(=O)(=O)/N=C(/c2ccccc2)N(C)C)cc1	-0.27	2.9	-4	0	-0.64	.	-0.21	0.87	10	.	1.6	i	-7.8%	766	964	1.1	3.0	2.2%	-15
O=C(NCc1ccc2c(c1)OCO2)C1CC(c2ccc(Cl)c(Cl)c2)=NO1 (stereo not drawn)	-0.094	4.2	.	4	0.36	1638	-0.4	-0.41	-6	-0.12	2.0	i	-8.7%	.	840	32	2.6	-0.4%	8
CC(=O)c1c(C)n([O-])c2ccc(C)cc2[n+]1=O	-0.3	4.0	.	0	-0.23	1161	0.19	0.14	10	0.19	1.8	i	-5.1%	.	884	-0.9	4.2	-2.0%	-15
CCC(=O)N1N=C(c2c(O)n(C)c(=O)n(C)c2=O)CC1c1ccccc1 (stereo not drawn)	-0.24	.	-2	.	-0.26	1074	0.45	0.34	.	0.04	.	.	.	680	1340	0.4	.	.	.
O=C(Nc1cccc(NC(=O)c2ccc3c(c2)OCO3)c1)c1ccccc1	-0.18	3.2	3	-1	-0.53	1129	-0.27	0.43	-3	-0.63	2.1	i	-5.0%	668	965	0.3	2.4	-1.0%	-11
CCCOC(=O)c1ccc(NC(=O)c2cn(CC)c3nc(C)ccc3c2=O)cc1	-0.23	3.8	.	9	0.57	1416	0.4	-0.37	2	0.01	2.3	i	-1.6%	.	1383	-0.1	2.0	-1.8%	-7
O=C(COc1cc(Cl)c(Cl)cc1Cl)NC(=O)NC1CCCC1	-0.2	2.7	3	18	0.47	752	0.061	0.92	22	0.41	2.0	i	-5.8%	736	1189	-1.2	2.3	-1.8%	-35
CCOC(=O)c1c(NC(=S)Nc2cccc(C)c2)sc2c1CC(C)(C)SC2	0.3	6.1	3	17	-0.78	1248	-0.43	-0.22	4	0.69	2.4	i	-4.9%	649	1035	1.1	2.7	-2.8%	9

Just Hep lipid drop cells 6.5 µM and MT stabilizer, for some of the entries so far:
smiles | Hep lipid drop cells 6.5 µM | MT stabilizer
O=C(N/N=C\c1cccc(Cl)c1)c1n[nH]c2c1CCCC2 | 659 | 4.7
O=[N+]([O-])c1ccc(-c2csc(N3CCc4ccccc4C3)n2)cc1 | 674 | 4.0

Screening results deposited in PubChem BioAssay by several laboratories.
